# MCF10A rerep: A quantitative high throughput screen for small molecules that induce DNA re-replication in MCF 10a normal breast cells. MCF 10A DNA re-replication, Hoechst nuclear intensity, 48 h. Potency, µM (top dose mostly 46.1 µM), for inactives: at the top dose activity, positive = re-replication, actives largely listed as activators. actives 2.9% (n = 350,000); note: potency is the fitted concentration of half-maximal effect; % of control where 0% means no effect; nearly all actives have a fitted effect of over 50% in size
# KB-3-1 cytotox: qHTS assay for MDR1-selective chemotherapeutics: Primary screen using the parental adenocarcinoma cell KB-3-1 | AID 1347075, 2019 | actives 1.4% (n = 400,000) | KB-3-1 viability, CellTiter-Glo ATP luminescence, 72 h | Potency, µM (highest dose often 46.1 µM), for the others: at the highest dose activity change, negative = cytotoxic, actives largely listed as cytotoxic; note: potency is the fitted concentration of half-maximal effect; % is set by controls: 0 for no effect and ±100 for the full control effect; nearly all actives have a fitted effect of over 60% in size
#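 Screening of KB-3-1 cells (DMEM, 10% FBS, phenol-red free) ran from lowest to highest compound concentration; after 72 h at 37 °C viability was read luminescently and curves fitted.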
# HT1080 IDH1KD tx: qHTS for induction of synthetic lethality in tumor cells producing 2HG: qHTS for the HT-1080-IDH1KD cell line. actives 2% (n = 360,000). Potency, µM (series often up to 46.1 µM), for the others: top-dose activity, negative = toxicity, most hits filed as cytotoxic. HT-1080 IDH1 knockdown viability, ATP luminescence, 48 h. AID 686971, 2013;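 note: potency is the fitted concentration of half-maximal effect; 0% = DMSO wells and -100% = cell-free medium wells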
#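 After a 2 h attachment period, IDH1KD HT-1080 cells took pin-transferred compound for 48 h at 37 °C; ATP-based luminescence after 10 min room-temperature reagent incubation reported viability.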
# HepG2 viability: qHTS for Inhibitors of TGF-b: Cytotox Counterscreen; HepG2 CAGA-GFP viability, ATP luminescence, 18 h; Potency, µM (titrated, usually from 46.1 µM), inactives show at the highest dose activity change, negative = cytotoxicity, usual class: cytotoxic; actives 0.76% (n = 410,000); note: potency is the fitted concentration of half-maximal effect; some results filed as inactive show a strong effect at the top dose
#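 HepG2 CAGA-GFP cells (1000/well, DMEM with 1% FBS) received compound, then TGF-beta at 500 pg/mL final, and were incubated 18 hours at 37 degrees C. Viability was read by CellTiter-Glo luminescence. Media-only wells were set as complete cell-killing and DMSO as no toxicity.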
# HT1080NT lethal: qHTS for induction of synthetic lethality in tumor cells producing 2HG: qHTS for the HT-1080-NT fibrosarcoma cell line; HT-1080-NT fibrosarcoma viability, CellTiter-Glo ATP luminescence, 48 h; Potency, µM (titrated, usually from 46.1 µM), for inactives: at the top dose activity, negative = less viability, actives largely listed as cytotoxic; actives 1.6% (n = 360,000); AID 686970, 2013;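 note: NT is the 2HG producing partner of a matched IDH1 knockdown line; potency is the fitted concentration of half-maximal effect; 0% = DMSO-treated cells and -100% = media-only wells without cells; nearly all actives have a fitted effect of over 55% in size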
#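 HT-1080-NT fibrosarcoma cells (2HG-overproducing), 750 cells/well in RPMI with 5% FBS, dosed after 2 h and incubated 48 h at 37C. CellTiter-Glo luminescence normalized to DMSO and no-cell wells; concentration-response curves fitted and classed.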
# IL1B secr inh: qHTS for Inhibitors of Inflammasome Signaling: IL-1-beta AlphaLISA Primary Screen. THP-1 LPS/ATP IL-1B secretion, AlphaLISA, 16 h; hits give low values. activity change, % at 57.5 µM. actives 4.7% (n = 360,000). AID 743279, 2014; in the data active = activity change below about -50%; inconclusive = mostly about -30% to -49%; note: % is set by controls: 0 for no effect and ±100 for the full control effect
#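 Secreted IL-1B measured by AlphaLISA bead assay after 16 h compound exposure of THP-1 cells; compounds (final up to 57.5 uM) added 1 h before LPS (250 ng/mL) and ATP (1.25 mM) stimulation; lower signal means less secretion.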
# SW480 rereplic: A quantitative high throughput screen for small molecules that induce DNA re-replication in SW480 colon adenocarcinoma cells. AID 624297, 2012. SW480 DNA re-replication, Hoechst DNA content imaging, 48 h. actives 1.8% (n = 340,000). Potency, µM (doses to about 46.1 µM), for the others: top-dose re-replication activation, actives largely listed as activators; note: potency is the fitted concentration of half-maximal effect; % of control where 0% means no effect; nearly all actives have a fitted effect of over 55% in size
#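 Treated cells incubate 48 hr (37 C, 5% CO2), are stained 40 min with Hoechst, and nuclear fluorescence is enumerated; a rise in nuclei with high DNA signal marks re-replication.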
# ATXN viability: Viability Counterscreen for Primary qHTS for Inhibitors of ATXN expression; Potency, µM (top dose mostly 56.7 µM), hits mostly cytotoxic; S2 cells (HEK-293 line with an ATXN2-luciferase reporter) viability, CellTiter-Fluor protease fluorescence, 24 h; actives 0.49% (n = 400,000); AID 651635, 2014; note: potency is the fitted concentration of half-maximal effect; nearly all actives have a fitted effect of over 40% in size
# ATXN2 expr inh: Primary qHTS for Inhibitors of ATXN expression. actives 0.72% (n = 360,000). HEK-293 ATXN2-luciferase reporter, luminescence, 24 h. Potency, µM (titrated, usually from 57 µM), for the others: at the top dose activity change, negative = inhibition, usual class: inhibitors. AID 1745845, 2022; note: potency is the fitted concentration of half-maximal effect; % is set by controls: 0 for no effect and ±100 for the full control effect; nearly all actives have a fitted effect of over 55% in size
#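 ATXN2-luciferase reporter cells (luciferase flanked by upstream and downstream ATXN2 gene portions) were treated 24 h at 37 °C with compounds at up to 57 uM. SteadyGlo luminescence gave expression; GF-AFC fluorescence gave viability.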
# An asterisk follows results filed as active; i = inactive; ? = inconclusive; . = not tested or not shown; & = joins results of further samples; [ ] = dose if it differs, or a comment. Unless noted, calls come from the whole dose curve; as a rule, active = well fitted curve in the direction sought with a large enough effect; inconclusive = small, poorly fitted or top-dose-only effect, or another doubt; inactive = no such curve, though single readings can be large; an effect the other way counts as inactive or inconclusive. Not a hit list (roughly 8.9% active in at least one column).
SMILES,MCF10A rerep,KB-3-1 cytotox,HT1080 IDH1KD tx,HepG2 viability,HT1080NT lethal,IL1B secr inh,SW480 rereplic,ATXN viability,ATXN2 expr inh
O=C(NC1CCN(Cc2ccccc2)CC1)c1ccc(Oc2cc(Cl)cc(Cl)c2)o1,16%,-12%,0%,-30%,2%,-70*,1%,i,.
CC(C)=CCC/C(C)=C/CO,3%,.,.,.,.,.,-3%,i,6%
COCCn1nnnc1C(c1cccs1)N1CCN(c2cccc(C(F)(F)F)c2)CC1 (configuration not stated),11%,-5%,-17%,-3%,-14%,-1,27%,?,-24%
Cc1cccc(NC(=O)CNC(=O)CN2C(=O)NC3(CCCc4ccccc43)C2=O)c1C (configuration not stated),0%,22%,1%,-26%,0%,21,0%,?,-1%
CC(OC(=O)c1ccc2c(=O)n3c(nc2c1)CCCCC3)C(=O)Nc1ccc(F)cc1Cl (configuration not stated),10%,-5%,4%,1%,3%,17,5%,i,6%
COc1ccc(NC(=S)N2CCC(C(=O)c3ccc(F)cc3)CC2)c(OC)c1,-2%,-2%,0%,-30%,8%,-3,17%,i,-8%
O=C(NCC(c1ccco1)N1CCc2ccccc21)c1cccc(F)c1 (configuration not stated),15%,-16%,1%,9%,-29%,-86*,?,i,0%
CNC(=O)c1sc2nc(-c3ccc(OC)cc3)cn2c1C,-5%,14%,5%,-33%,13%,-15,-18%,i,74%[activator]
Cc1cc2nc(-c3ccccc3Br)n(/C=C(\c3ccccc3)n3c(=O)[nH]c4ccccc43)c2cc1C,.,-1%,-15%,-19%,-9%,-1,.,?,?
CCOc1ccccc1N(CC(=O)Nc1ccc(S(=O)(=O)N2CCCC2)cc1)S(C)(=O)=O,-1%,13%,11%,-2%,-2%,6,-1%,i,-12%
CCOC(=O)C1=NN(c2ccccc2C)C2=NC(C)=C(C(=O)OC)C(c3cccc(OC)c3)N12 (configuration not stated),2%,5%,0%,-4%,4%,?,-5%,i,6%
Cc1ccc(S(=O)(=O)NCCSc2nncn2C)cc1,19%,0%,-2%,8%,1%,-7,-8%,i,4%
CCOc1ccc(CCNC(=O)CCc2nc(-c3ccc(C)cc3)no2)cc1OCC,8%,-3%,0%[9.24 µM],-12%,8%,-17,-3%,i,-10%
CC1=C(C(=O)N2CCOCC2)CC(CC(=O)NCC2CCCCC2)C(=O)N1Cc1ccccc1 (configuration not stated),.,4%,1%,6%,2%,7,.,i,12%
COc1ccc(OC)c(NC(=O)c2c(NCc3sccc3C)sc3c2CCCCC3)c1,.,?,.,-14%,.,.,.,?,-3%
CCC(c1nc2ccccc2[nH]1)n1c(=O)c(-c2cccs2)nc2ccccc21 (configuration not stated),.,-2%,-15%,.,-23%,-20,.,.,.
CCc1cccc(C)c1NC(=S)NCC(c1cccnc1)N(C)C (configuration not stated),-3%,-12%,16%,-28%,9%,-6,1%,i,?
O=C(Nc1ccccc1)c1ccc(S(=O)(=O)Nc2cccc(O)c2)cc1,?,-3%,-13%,-17%,-27%,-16,?,i,-13%
CC1(C)CC(=O)C2=C(C1)OC(N)=C([N+](=O)[O-])C2c1cccs1 (configuration not stated),-7%,-3%,8%,-2%,0%,33,-2%,i,2%
CCCCCC(O)c1cccc(OCc2ccc3ccccc3n2)c1 (configuration not stated),?,0%,?,-36%,15µM*,-18,-2%&-1%,?,-2%
CCOc1cccc2sc(N(CCN(CC)CC)C(=O)c3ccc(S(=O)(=O)N4CCCCC4)cc3)nc12,1%,1%,13%,7%,0%,-4,1%,i,.
CCCCC1Cc2[nH]c(=S)[nH]c(=O)c2C(C(C)C)O1 (configuration not stated),.,0%,-9%,.,10%,40,.,i,-5%
O=C(O)CSCC(=O)N1CCCCC1,-1%,1%,18%,-26%,2%,16,1%,i,-21%
COC(=O)C[C@H]1C=C[C@H](NC(=O)Cc2ccccc2)[C@@H](CO)O1,.,1%,15%,.,25%,13,.,.,.
N#C/C(=N\Nc1ccccc1[N+](=O)[O-])C(=N)N1CCCCC1,-1%,15%,2%,5%,-13%,1,-3%,?,-15%

# (cont.)
SMILES,MCF10A rerep,KB-3-1 cytotox,HT1080 IDH1KD tx,HepG2 viability,HT1080NT lethal,IL1B secr inh,SW480 rereplic,ATXN viability,ATXN2 expr inh
Cc1nc2c(cnn2-c2ccccc2)c(=O)n1/N=C/c1ccccc1,7%,10%,10%,-9%,21%,-18,-12%,i,29%
CC(Cc1cccs1)NC(=S)Nc1ccc(F)cc1 (configuration not stated),20%,-3%,-8%,-23%,-1%,-1,-1%,i,1%
CCC1(CC)C(=O)C(C)(C)C(=O)OC1c1ccccn1 (configuration not stated),1%,17%,14%,-29%,26%,30,-3%,i,-18%
COc1ccc2c(c1)cc(C(=O)N[C@@H](CCSC)C(=O)N1CCC[C@H]1C(=O)O)n2C,-34%[inhibitor],0%,0%,5%,0%,6,5%,i,4%
Cc1cccc(CNC(=O)C2CCC(=O)N(CC3CCCCC3)C2)c1 (configuration not stated),.,-2%,7%,-22%,7%,6,.,i,.
CC(C)C(C(=O)NCC1CCCO1)N(C(=O)CNS(=O)(=O)c1ccc(F)cc1)c1ccccc1 (configuration not stated),1%,9%,12%,4%,9%,20,-14%,i,5%
Cc1cc2nnc(SCc3ccc(F)cc3)n2c2ccccc12,.,-1%,.,-40%,.,.,.,i,-18%
CCOC(=O)C1=NOC2(C1)C(=O)Nc1ccc(OC(F)(F)F)cc12 (configuration not stated),.,25%,?,.,?,-11,.,.,?
CCCCNC(=S)Nc1cccc(S(=O)(=O)NC2=NCCC2)c1,4%,16%,5%,3.5µM*,-7%,11,0%,i,3%
CCn1c(SCC(=O)NNC(=O)c2ccc(C)cc2)nnc1C1CC1,16%,?,4%,0%,26%,11,-13%,i,4%
COc1cccc(NS(=O)(=O)c2c(C)cc(C)cc2C)c1,0%,-10%,?,-23%,?,3,-12%,i,-6%
N=c1sccn1CC(=O)Nc1ccccc1Oc1ccccc1,4%,4%,-5%,-10%,-7%,-29,-13%,i,-6%
Cc1ccc(C(=O)NN2C(=O)/C(=C/c3cccn3C)SC2=S)cc1,-8%,3%,-21%,-52%,-14%,-8,2%,i,1%
COc1ccc(-c2c(C#Cc3ccsc3)c3cc(-c4ccc(CN5CCOCC5)cc4)ccc3n2C)cc1,0%,0%,-4%,-3%,2%,19,-1%,i,-5%
O=C(NCCc1ccc(Cl)cc1)C1CCCN1C(=O)NCc1ccccc1 (configuration not stated),1%,-3%,1%,9%,3%,-3,5%,i,.
Cc1ccnc(NC(=O)Cc2ccc(-c3ccccc3)cc2)c1,94%,?,?,-22%,?,?,?,i,?
CCOc1ccc(CCNC(=O)c2ccc(C)c(S(=O)(=O)N3CCOCC3)c2)cc1OCC,0%,?,-3%,-28%,-2%,30,-5%,i,-10%
O=C1CCCC2=C1C(c1ccc(Cl)cc1)n1c(s/c(=C\c3ccc4ccncc4c3)c1=O)=N2 (configuration not stated),11%,21%,10%,-50%,13%,-1,-4%,i,-1%
CCCNC(=O)c1ccc2c(=O)c(O)c(-c3ccc(OC)cc3)[nH]c2c1,10%,?,-2%,-28%,-11%,7,8%,?,?
CN(C)C(=O)CCc1ccc2c3c([nH]c2c1)[C@]1(CCC2CCCC2)[C@@H](C(=O)N2CCOCC2)C[C@H](CC(=O)NCCN2CCOCC2)C(=O)N1CC3,-2%,-6%,0%,1%,-3%,2,-6%,i,7%
Cc1nc(-c2ccc(F)cc2)sc1CCNC(=O)c1cccs1,.,8%,.,-29%,.,.,.,?,-32%
CCOc1cc(C(C(=O)NCC2CCCO2)N(C(=O)Cn2nnc3ccccc32)c2ccccc2C(C)=O)ccc1O (configuration not stated),0%,7%,-2%,5%,-2%,16,12%,i,3%
CSc1ccccc1NC(=O)c1ccccc1N(Cc1ccccc1)S(C)(=O)=O,0%,17%,-29%,-13%,-3%,-3,-3%,i,-1%
CN1C(=O)CC(N2CCC(C(N)=O)CC2)C1=O (configuration not stated),-3%,-1%,3%,-8%,-2%,-12,-2%[9.22 µM],i,1%
CCOC(=O)c1ccc(S(=O)(=O)NCCNCc2ccccc2)cc1,7%,-2%,-13%,-15%,-10%,-76*,2%,i,-17%

# Continuation:
SMILES,MCF10A rerep,KB-3-1 cytotox,HT1080 IDH1KD tx,HepG2 viability,HT1080NT lethal,IL1B secr inh,SW480 rereplic,ATXN viability,ATXN2 expr inh
CC(NC(=O)c1cccc2c1Oc1ccccc1S2)C(=O)O (configuration not stated),.,0%,2%,-42%,6%,40,.,i,7%
COc1ccc(CCNC(=O)C2CCC(=O)N(CCc3ccc(OC)cc3)C2)cc1 (configuration not stated),-1%,21%,22%,5%,25%,9,11%,i,3%
Cc1ccc(NC(=S)N(N)CCO)cc1,6%,4%,7%,-14%,2%,0,-11%,i,26%
COc1ccc(NC(=O)CNCCC2=CCCCC2)cc1,20%,0%,-27%[9.24 µM],-10%,3%,?,-4%,i,15%
O=C1CCc2cc(S(=O)(=O)Nc3ccccc3F)cc3c2N1CCC3,7%,1%,4%,-20%,4%,-2,1%,?,0%
Cc1ccc(N(CC(=O)NCc2ccc(OC(C)C)cc2)S(=O)(=O)N(C)C)cc1,.,-6%,.,-6%,.,.,.,i,-14%
COc1ccc(/C=C2/C(=N)N3C(=NC2=O)Sc2cc(S(C)(=O)=O)ccc23)cc1OC,-1%,-2%,19%,18%,-6%,13,-7%,i,-6%
COC(=O)c1ccc(COc2ccc(/C=N/N3CCN(C)CC3)cc2)cc1,14%,2%,-1%,-2%,2%,-6,0%,?,4%

# Source: PubChem
